Screening data as filed in PubChem BioAssay.
Wnt bcat act = activates Wnt/beta-catenin signaling in a reporter cell assay; activator, plate reader; activation, % at 9.35 µM; actives 1.2% (n = 300,000); in the data active = activation above about 30%, passing the limit was not always enough; inconclusive = no clear call, values can overlap the other calls;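 also: 0% = neutral control wells and 100% = positive control wells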
CDK5 p35 inh = CDK5/p35 (human) kinase inhibition | Q00535+Q15078 | Recombinant CDK5/p35, ADP-Glo luminescence, 60 min | inhibition, % at 10 µM | actives 0.01% (n = 330,000) | AID 488839;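 active = highest replicate inhibition of at least 50% and at least 75% of replicates reaching 50%; inconclusive = only one of the two criteria met; inactive = both criteria failed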;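 also: plate controls were DMSO neutral control for no effect and GW8510 at 10 µM for full effect; many of its hits are not listed in these tables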
Target sequence (Q00535 whole entry, looked up): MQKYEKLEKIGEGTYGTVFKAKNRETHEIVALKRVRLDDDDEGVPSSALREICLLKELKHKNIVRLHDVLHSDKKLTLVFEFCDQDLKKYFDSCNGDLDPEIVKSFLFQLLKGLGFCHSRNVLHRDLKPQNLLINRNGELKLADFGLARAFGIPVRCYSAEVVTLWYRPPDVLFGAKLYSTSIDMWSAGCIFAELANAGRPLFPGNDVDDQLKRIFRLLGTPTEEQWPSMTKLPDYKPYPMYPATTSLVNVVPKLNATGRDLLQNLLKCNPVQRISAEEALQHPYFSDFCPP
Target sequence (Q15078 whole entry, looked up): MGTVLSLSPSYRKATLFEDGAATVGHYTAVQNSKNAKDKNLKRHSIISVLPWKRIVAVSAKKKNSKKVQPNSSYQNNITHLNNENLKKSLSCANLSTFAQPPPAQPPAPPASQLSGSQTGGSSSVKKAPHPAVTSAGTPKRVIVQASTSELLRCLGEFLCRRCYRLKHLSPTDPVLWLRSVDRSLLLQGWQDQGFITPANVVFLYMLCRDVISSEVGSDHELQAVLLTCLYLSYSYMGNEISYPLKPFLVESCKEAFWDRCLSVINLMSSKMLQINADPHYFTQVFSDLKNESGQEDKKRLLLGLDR
dFosB activator = activators of mouse delta FosB homodimer. P13346. purified delta FosB, TAMRA-CDK5 oligo fluorescence polarization; percent of positive-control signal above neutral wells. activation, % at 25 µM. actives 0.99% (n = 340,000). AID 493131;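 active = mean activation above about 17%, with every replicate also reaching it, limit read from the data, passing the limit was not always enough; inconclusive = only one of the two conditions met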;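 also: fluorescence polarization rise as delta FosB binds a TAMRA Cdk5 AP-1 oligo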
Rtt109 HAT inh = blocks Candida albicans Rtt109/Vps75 acetyltransferase activity; Q5AAJ8; purified Rtt109/Vps75, ThioGlo CoA-SH fluorescence, 4 h; actives 0.16% (n = 330,000); inhibition, % at 34.9 µM;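 active = inhibition of at least 50% in every replicate; inconclusive = best replicate reaches 50% inhibition but some replicates fall short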
Target sequence (Q5AAJ8 whole entry, looked up): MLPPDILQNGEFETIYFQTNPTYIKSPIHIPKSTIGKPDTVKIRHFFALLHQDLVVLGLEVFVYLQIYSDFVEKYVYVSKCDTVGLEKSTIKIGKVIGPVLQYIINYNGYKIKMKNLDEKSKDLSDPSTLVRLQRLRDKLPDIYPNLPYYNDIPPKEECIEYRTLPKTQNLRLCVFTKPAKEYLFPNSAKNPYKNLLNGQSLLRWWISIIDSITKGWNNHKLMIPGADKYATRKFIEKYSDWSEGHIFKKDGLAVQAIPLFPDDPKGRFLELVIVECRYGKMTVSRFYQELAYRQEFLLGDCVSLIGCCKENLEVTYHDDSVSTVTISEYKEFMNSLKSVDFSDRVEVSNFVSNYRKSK
CAL PDZ FP-1 = blocks peptide binding to human CAL PDZ domain; purified CAL PDZ, TMR-peptide fluorescence polarization, 1 h; AID 504414; Q9HD26; actives 0.02% (n = 330,000); inhibition, % at 20 µM;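 active = highest replicate inhibition of at least 40%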;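 also: plate controls were DMSO neutral control wells for no effect and unlabeled competitor peptide control wells for full effect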
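Read-out basis: mP drop reported as inhibition | Assay system: Tagged CAL PDZ protein CerCALP, purified | Benchmarks: Unlabelled peptide for full inhibition, DMSO wells as neutral | Schedule: 1 h incubation at room temperature before polarization reading | Buffer or medium: Sodium phosphate/NaCl buffer pH 7.4 with TCEP, IgG, Thesit | Doses: Single point, 20 µM | Measured by: Fluorescence polarization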
CAL PDZ FP-2 = inhibitors of human CAL PDZ peptide binding. inhibition, % at 24.9 µM. AID 602252. Q9HD26. actives 0.92% (n = 300,000). purified CAL PDZ, TMR-peptide fluorescence polarization, 1 h;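 active = mean inhibition of at least 30% with at least half of replicates also reaching 30%; inconclusive = no clear call, values can overlap the other calls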;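 also: 0% = DMSO neutral control and 100% = excess unlabeled competitor peptide PRC23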
Tat transport = inhibitors of E. coli Tat protein transport; E. coli MC4100 TorA-mCherry Tat export, fluorescence; inhibition, % at 10 µM; actives 0.036% (n = 340,000); AID 488895;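 active = mean replicate inhibition at least 50% and at least half of replicates individually reaching 50%; inconclusive = only one of the two criteria met; inactive = neither criterion met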;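 also: exported cargo escapes ClpAP degradation while cytoplasmic cargo is degraded and loses fluorescence; 0% = median of neutral control wells and 100% = median of NaSCN control wells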
cardiac RTF act = increases calcium sensitivity of human cardiac regulated thin filaments | P19429+P45379 | IANBD-labeled TnC RTF fluorescence at EC20 calcium; 0% EC20 calcium, 100% full calcium | activation, % at 7.2 µM | actives 0.24% (n = 340,000) | AID 493008;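 active = activation above the mean over all tested compounds plus 3 SD, cut at about 30% in these data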;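 also: rise in fluorescence read as greater calcium sensitivity of cardiac thin filaments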
MITF act = MITF TRPM1 promoter activation in melanoma cells | actives 0.75% (n = 300,000) | activation, % at 12.5 µM | SK-MEL-5 TRPM1-promoter luciferase, 24 h; % of positive control, neutral wells = 0;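 active = mean activation of at least 80% with every replicate also reaching 80%; inconclusive = mean reaches 80% but some replicate falls short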;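 also: 0% = neutral control wells and 100% = parthenolide positive control wells; values of inactives mirror those of a sister screen read the other way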
V-ATPase pHluor = alters yeast V-ATPase proton transport; actives 0.37% (n = 350,000); S. cerevisiae, pHLuorin cytosolic pH fluorescence; response, % at 10 µM; AID 504577; in the data active = response mostly above about 7.3%, no sharp cut-off; inactive = mostly below about 5.4%; also: actives read high; inactives centre near 0; some compounds called inactive have numbers as strong as hits
* hit, by the source's call; ? = inconclusive; · = not tested or not shown.

SMILES	Wnt bcat act	CDK5 p35 inh	dFosB activator	Rtt109 HAT inh	CAL PDZ FP-1	CAL PDZ FP-2	Tat transport	cardiac RTF act	MITF act	V-ATPase pHluor
C/C=C/C(=O)N1c2ccccc2C(C)=CC1(C)C	0	-1.5	3	-2	-1.9	2	-6	7	6	5
Cn1c(S(=O)(=O)c2ccc([N+](=O)[O-])cc2)nc(Br)c1Br	2	2.7	-3	23	-0.8	·	-2	-1	·	0
COc1cccc(-c2nnc(Nc3nc4c(F)cccc4s3)o2)c1	14	-1.8	-4	-6	-5.0	-4	-4	9	35	2
COc1cccc(CC(=O)Nc2nc3c(s2)C(=O)CC(C)(C)C3)c1	-2	-5.0	-3	-8	-0.6	·	-2	1	-5	-1
CCOc1ccc(C(=O)N2CCC3(CC2)NCCc2[nH]cnc23)cc1	-1	3.0	-3	-1	0.6	0	10	-6	-5	-1
O=C(c1ccc(Cn2c(=O)[nH]c3ccccc3c2=O)cc1)N1CCN(c2ccccn2)CC1	2	1.5	-4	0	-0.3	7	-11	2	·	-3
Cc1ccc(S(=O)(=O)NCc2ccc(C(=O)NC3CCC(C)CC3)cc2)cc1 (stereo unspecified)	2	0.5	2	1	-1.0	0	2	-1	3	1
CN(CC(=O)Nc1ccccc1Cl)C(=O)COC(=O)CSc1ccc(F)cc1	0	-0.2	-2	0	-2.8	-6	-1	1	-4	0
NS(=O)(=O)c1ccc(CCNC(=O)c2ccc([N+](=O)[O-])cc2[N+](=O)[O-])cc1	-3	-0.9	0	-3	-1.7	-5	-6	-1	-10	0
CCOC(=O)N1CCN(C(=O)COC(=O)C2CCN(S(=O)(=O)c3c(C)c(C)cc(C)c3C)CC2)CC1	-5	-0.7	-12	-15	-0.5	-8	10	-13	-4	0
COCCNC(=O)CN1C(=O)/C(=C/c2ccccc2)Oc2ccc(C(C)(C)C)cc21	0	0.9	-6	0	-1.4	-4	10	-7	-3	-2
CCOc1cc(/C=C2\C(=O)ON=C2c2ccccc2)ccc1OC	3	-0.4	-2	-13	0.8	-3	6	6	-17	-2
COc1cc2c(cc1OC)CN(CC(=O)Nc1ccc(Cl)cc1Cl)CC2	1	-0.5	-12	10	-1.7	1	3	-2	-13	1
C/C(CC1CC(COCC(C)C)OC1=O)=N\NC(N)=S (stereo unspecified)	0	1.3	-1	6	1.1	-4	-6	3	4	-4
Cc1ccccc1C(=O)Nc1ccc(CN2CCOCC2)cc1	-1	1.8	-7	-1	-2.4	·	4	4	7	5
Cc1cccc(NC(=O)C2COc3ccccc3O2)n1 (stereo unspecified)	16	1.7	-4	4	0.8	-2	-2	2	11	1
CC(Sc1nncs1)C(=O)Nc1ccc(S(=O)(=O)Nc2ncccn2)cc1 (stereo unspecified)	1	-0.2	-5	4	-1.0	-4	0	-2	12	0
CN(c1ccccc1)S(=O)(=O)c1ccc(C(=O)NCCc2ccc(F)cc2)cc1	-6	-0.1	-9	16	-1.1	·	-1	6	-3	2
O=c1ccn([C@@H]2O[C@H](CO)[C@@H](O)[C@H]2O)c(=O)[nH]1	-2	1.0	3	6	-0.3	-1	-2	1	2	2
COc1cccc(/C=N/NC(=O)c2cccc(N3CCCC3=O)c2)c1	18	0.9	-11	0	-2.5	-5	-3	3	77	0
Cc1ccc(Nc2nc3ccccc3nc2-n2nc(C)cc2C)cc1	-3	1.1	-5	-13	-1.8	-1	-5	-3	·	9
COc1cccc(-c2cc(=O)c3cc(NC(=O)c4ccc(Cl)cc4)ccc3[nH]2)c1	-7	1.0	0	-8	1.3	-2	-6	-2	-9	9
O=C(NC1CCCCCCC1)c1cnccn1	·	0.4	-3	2	-1.3	-1	4	-3	16	-2
Cc1c(Cl)c([N+](=O)[O-])nn1CCCC(=O)Nc1sc2c(c1C#N)CCC2	-2	2.7	-4	4	-2.8	-1	-1	1	-20	-5
Cc1cccc(NC(=O)c2cc3cc([N+](=O)[O-])ccc3s2)n1	2	2.4	8	-8	-1.0	0	5	6	51	0
CN(CC(=O)Nc1ccc(F)c(Cl)c1)S(=O)(=O)c1ccc2c(c1)n(C)c(=O)c(=O)n2C	-1	·	42*	-2	-5.4	-2	1	-2	-9	-3
COc1ccc(NC(=O)CCS(=O)(=O)c2cccc3nonc23)cc1	1	0.6	-4	-3	-0.2	6	-3	4	1	-6
N#CC1=C(N)SC(N)=C(C#N)C1C1CC=CCC1 (stereo unspecified)	·	0.5	-1	9	-1.1	-1	-9	2	-9	-3
CC1CCCCN1CCNc1nc(=S)[nH]c2ccccc12 (stereo unspecified)	·	1.0	-10	-11	-1.1	·	-9	9	5	0
Cn1c2ccccc2c(=O)c2ccc(NCCc3cccs3)cc21	?	0.5	-4	-44	-0.2	-1	-9	-5	95*	-2
CCCNc1c(NS(=O)(=O)c2ccc(C(C)(C)C)cc2)c(=O)oc2ccccc12	-1	1.1	3	-8	0.6	3	-3	-3	9	1
CC(C)N=c1c([N+](=O)[O-])nn(C)n1O	-1	-0.8	-7	?	-1.2	·	8	0	-36	1
O=c1[nH]c2sc3c(c2c2nncn12)CCCC3	·	0.8	8	-16	·	-3	-5	-2	-1	2
CC(C)(C)NC(=O)C1CCN(c2ccc(S(=O)(=O)N3CCOCC3)cc2Cl)CC1	-1	0.2	3	10	0.7	-4	2	-1	4	0
CCOc1c(Br)cc(CNC2CCCCCCC2)cc1OC	-12	-1.0	-6	-2	-1.9	-2	-5	-1	-58	-1
CN(C)c1ccc(NC(=O)c2ccncc2)c2ccccc12	·	-0.9	1	24	0.7	-1	-1	2	2	1
Cc1nnc(-n2cnc3ccccc32)c2ccccc12	·	1.0	1	-26	0.0	0	-2	1	-13	1
O=C(CSc1nc(O)c(C2CCCCC2)c(=O)[nH]1)Nc1ccccc1Cl	3	-0.9	4	0	-3.3	-5	4	-2	·	-2
CC(C)(C)C(=O)Nc1cc(NC(=O)C(C)(C)C)cc(C(=O)NNC(=O)c2ccncc2)c1	0	-0.7	0	2	-0.7	4	0	-6	·	-93
CC(=O)N1CCSc2ccc(S(=O)(=O)Nc3cccc(C)c3)cc21	-2	1.2	-4	-4	-2.5	-5	3	4	-23	0
COc1ccc(CCN(C)C(=O)c2cc(S(=O)(=O)N3CCCCC3)ccc2Cl)cc1OC	-1	0.2	-10	-4	-2.5	-6	-17	-1	2	-3
Cc1cc(C)c2c(=O)[nH]c(SCc3ccccc3)nc2n1	-1	1.2	-15	-4	·	-4	11	-2	11	1
C=CCn1c(SCC(=O)Nc2ccc(N3CCOCC3)cc2)nc2ccccc2c1=O	-1	0.3	-1	-4	-3.2	-7	-1	-2	-14	0
COc1ccc(OC)c(NC(=O)CCC(=O)N(Cc2ccc(OC)c(OC)c2)c2nccs2)c1	0	-1.1	-5	6	0.4	-4	-1	4	1	-1
O=C(O)CSc1ccc(Oc2ccc(SCC(=O)O)cc2)cc1	·	-1.3	4	5	0.2	-1	-4	1	-10	0
NC(=O)c1cnn2c(-c3ccc(Cl)cc3Cl)ccnc12	·	-1.5	2	-3	-0.9	-8	5	0	20	3
COC(=O)CCC(=O)c1oc2ccccc2c1N	12	0.0	2	7	-0.3	-2	2	1	·	2
Cn1nnnc1SCC(=O)Nc1nc(-c2ccc(F)c(F)c2)cs1	-1	-0.5	4	-1	-3.0	-4	0	-4	12	-1
CN1CCN(c2ccccc2NC(=O)c2ccc([N+](=O)[O-])o2)CC1	·	-1.2	5	10	-1.5	-2	-6	-3	-77	2
CCOc1ccc(CCNC(=O)COC(=O)c2nc3nc(C)cc(C)n3n2)cc1OCC	-7	1.4	-1	40	-1.7	1	5	-7	-10	-5

More compounds follow.
SMILES	Wnt bcat act	CDK5 p35 inh	dFosB activator	Rtt109 HAT inh	CAL PDZ FP-1	CAL PDZ FP-2	Tat transport	cardiac RTF act	MITF act	V-ATPase pHluor
O=C(CN1CCN(S(=O)(=O)c2ccc3ccccc3c2)CC1)Nc1ccc2c(c1)CCC2	·	-1.3	-7	0	0.6	0	3	2	-3	-3
CC(CCc1ccccc1)NCc1ccc(Cl)cc1Cl (stereo unspecified)	-1	-1.8	-6	0	0.3	0	1	-2	12	-2
CCOC(=O)C1CCN(Cc2ccc(OC)c(C)c2OC)CC1	·	1.7	1	7	-0.7	1	-2	0	3	-8
CCC1CCCCN1C(=S)Nc1ccc(C(C)=O)cc1 (stereo unspecified)	·	1.8	3	-3	-0.3	-4	-9	-3	12	1
COc1cccc(NC(=O)c2cn(C)c(=O)c3cc(OC)c(OC)cc23)c1	·	-0.9	-14	-1	-2.0	·	2	-2	14	0
NC(N)=N/N=C/c1ccc(OCc2ccccc2)cc1	9	2.1	-10	7	-3.6	-3	7	4	4	-2
CCOc1ccc2[nH]c3ncccc3c(=O)c2c1	16	-3.0	-3	·	-4.4	2	-6	5	4	0
Clc1ccc(CNc2ccc(CNc3ncn[nH]3)cc2)cc1	·	-5.7	2	5	0.4	-2	6	-2	13	1
COc1cc(/C=C/C(=O)OCC(=O)NC2CCCCCCC2)ccc1O	-1	-5.0	-14	0	-0.8	0	7	0	-15	-3
COc1ccc(C(=O)C(O)C(c2ccc(C)cc2)N2CCOCC2)cc1OC (stereo unspecified)	-3	-0.6	-9	-4	1.5	-3	4	4	-5	-1
COc1cccc(C(=O)n2ccc(-c3cccs3)n2)c1	-1	-2.3	-4	3	0.3	-3	1	14	15	10
COC(=O)c1ccc(CSc2nc3ccccc3c(=O)n2-c2cccc(OC)c2)o1	0	0.0	-11	-7	-2.8	-5	13	5	4	-3
Cc1ccc(N2CCN(S(=O)(=O)N(C)C)CC2)cc1C	-12	-2.0	-8	3	0.5	-3	1	3	4	1
O=C(CN(C1CCCCC1)S(=O)(=O)c1ccc(Cl)cc1)NCc1cccnc1	-3	0.4	2	5	-1.7	-7	0	8	9	-1
CSc1ccc(Cl)c(C(=O)N(C)CC(=O)Nc2ccc(N3CCOCC3)cc2)c1	1	-2.3	-3	4	-2.5	-3	8	0	2	5
COCCN(C(=O)COC(=O)/C=C/c1nc2ccccc2s1)c1c(N)n(Cc2ccccc2)c(=O)[nH]c1=O	-4	-2.0	9	6	-1.7	-2	-7	2	-15	-1
COc1cc(C2C(C#N)=C(N)Oc3cc(N)ccc32)cc(OC)c1OC (stereo unspecified)	-1	0.4	0	-4	-0.3	-6	5	0	·	-1
CCc1c(C)sc(NC(=O)c2cc(-c3cc(OC)ccc3OC)on2)c1C#N	·	-0.5	-1	-5	-2.2	·	-3	2	6	4
CC(C)(C)c1n[nH]c2c1CCCC2	-1	0.4	-6	-5	-0.6	3	2	-1	-11	-1
Cc1c(C)c2ccc(OCC(=O)NCCN3CCOCC3)cc2oc1=O	-1	-1.5	-6	-22	-2.0	-5	-6	-2	-4	-1
CC(C)c1ccccc1OCCCCCNCCO	-5	2.0	-6	-4	-0.4	1	0	-5	2	-2
